Source: PubChem
XIAP displacement – XIAP antagonists, biochemical, IAP family, fluorescence polarization (AID 1018); XIAP BIR domain, fluorescence polarization peptide displacement; higher % means a stronger effect; displacement, % at 20 µM, or IC50 in µM where a hit was titrated; 0.007% of 200,000 active; in the data active = displacement above about 50%; also: a part of the inactive calls stands beside numbers as strong as those of hits
AID2073 – inhibitors of Mint1-CaV2.2 protein interaction, biochemical, HTRF (AID 2073); 0.19% of 290,000 active; one-dose inhibition, % at 20 µM; IC50 in µM for titrated hits; HTRF protein-protein interaction, Mint1-CaV2.2; higher % means a stronger effect; in the data active = inhibition mostly above about 51%, no sharp cut-off; inconclusive = no clear call, values can overlap the other calls; inactive = mostly below about 53%; also: some results filed as inactive read as strong as hits
RSV CPE inhibition – inhibition of RSV-induced cytopathic effect – HEp-2 cells, primary 10 µM value included (AID 2391). HEp-2 cells, RSV-induced CPE inhibition; higher % means a stronger effect. 0.13% of 310,000 active. one-dose CPE inhibition, % at 10 µM; IC50 in µM for titrated hits; in the data active = a potency from the dose series; inconclusive = CPE inhibition mostly from about 23% at the one dose, without a potency; inactive = the rest, 99 in 100 with CPE inhibition below about 21%; also: strong numbers were not always called active
HIV peptide binding – cell-free HIV fusion peptide-binding blockers – biochemical, uHTS, fluorescence dequenching, primary screen (AID 1986). cell-free peptide binding, fluorescence dequenching, 30 min; higher % means a stronger effect. inhibition, % at 20 µM, or IC50 in µM where a hit was titrated. 0.3% of 290,000 active; in the data active = inhibition mostly above about 52%, no sharp cut-off; inactive = mostly below about 76%; also: some results filed as inactive read as strong as hits
MgcRacGAP inhibition – MgcRacGAP GTPase-activating activity inhibitors, confirmation, biochemical, ADP Hunter fluorescence; MgcRacGAP-stimulated Rac1 GTP hydrolysis, ADP Hunter fluorescence; higher % means a stronger effect; GST-tagged Rac1 F28L mutant substrate; inhibition, % at 30 µM; hits with a dose series show IC50 in µM; 0.6% of 340,000 active; AID 624330;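 active = first-screen hits whose inhibition reached a set limit at any dose in the follow-up dose series; inconclusive = inhibition above the set first-screen limit but never retested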;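 also: fluorescence reports GDP produced by GAP-driven GTP hydrolysis; strong numbers were not always called active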
SIAH1 antagonists – Siah-1 peptide-binding antagonists, primary screen, biochemical, fluorescence polarization, rhodamine-plectin, uHTS (AID 1817); Siah-1 / rhodamine-plectin peptide fluorescence polarization; higher % means a stronger effect; displacement, % at 20 µM, or IC50 in µM where a hit was titrated; 0.02% of 290,000 active;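 active = displacement of at least 50% at 20 µM, with a fluorescence ratio check between 0.3 and a set limit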;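 also: plate controls were Siah plus tracer with DMSO for no effect and tracer alone without Siah for full effect; strong numbers were not always called active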
SV40 large T antigen – TAg ATPase/helicase activity blockers – biochemical (AID 1903). inhibition, % at 20 µM; hits with a dose series show IC50 in µM. 0.39% of 310,000 active. SV40 large T antigen ATPase/helicase inhibition assay; higher % means a stronger effect; in the data active = a potency from the dose series; inconclusive = inhibition mostly from about 32% at the one dose, without a potency; inactive = the rest, 99 in 100 with inhibition below about 32%; also: strong numbers were not always called active
LYP phosphatase – PTPN22 lymphoid phosphatase activity blockers – biochemical, fluorescence intensity, uHTS (AID 1779); recombinant LYP phosphatase, fluorescence intensity; higher % means a stronger effect; one-dose inhibition, % at 11.5 µM; IC50 in µM for titrated hits; 0.054% of 290,000 active; in the data active = inhibition above about 50%;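 also: plate controls were vehicle with enzyme for no effect and no enzyme for full effect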
NS5 inhibitors – Dengue-2 NS5 methyltransferase inhibitors, primary screen, biochemical, confirmation dose response (AID 588689). inhibition, % at 25 µM, or IC50 in µM where a hit was titrated. 0.3% of 340,000 active. Dengue-2 NS5 methyltransferase capping enzyme assay, biochemical; higher % means a stronger effect; in the data active = a potency from the dose series; inconclusive = inhibition above about 29% without an active follow-up result
NS5 inhibitors pilot replicate – second read-out of NS5 inhibitors, no call of its own (marks repeat the call); inhibition, %; measured here: pilot screen replicate inhibition
The depositor's hits bear a star; ? = inconclusive; . = no result given; & = joins results of further samples.

The first 2 records, to show the layout:
SMILES	XIAP displacement	AID2073	RSV CPE inhibition	HIV peptide binding	MgcRacGAP inhibition	SIAH1 antagonists	SV40 large T antigen	LYP phosphatase	NS5 inhibitors	others
Cc1ccc(/C(O)=C2/C(=O)C(=O)N(CCN3CCOCC3)C2c2cccs2)cc1 (configuration not stated)	-5.8%	-7.2%	0.8%	4.3%	-3.8%	2.0%	2.5%	-6.7%	-4.2%
Cn1c(=N)n(CC(O)c2cccc3ccccc23)c2ccccc21 (configuration not stated)	-3.4%	21.8%	5.8%	-1.4%	15.8%	-4.2%	7.8%	-6.4%	0.0%

The list itself (from the top)
SMILES	XIAP displacement	AID2073	RSV CPE inhibition	HIV peptide binding	MgcRacGAP inhibition	SIAH1 antagonists	SV40 large T antigen	LYP phosphatase	NS5 inhibitors	others
Cc1ccc(/C(O)=C2/C(=O)C(=O)N(CCN3CCOCC3)C2c2cccs2)cc1 (configuration not stated)	-5.8%	-7.2%	0.8%	4.3%	-3.8%	2.0%	2.5%	-6.7%	-4.2%
Cn1c(=N)n(CC(O)c2cccc3ccccc23)c2ccccc21 (configuration not stated)	-3.4%	21.8%	5.8%	-1.4%	15.8%	-4.2%	7.8%	-6.4%	0.0%
COc1cccc(CNC(=O)C2CCCN(c3nn4c(=O)cc(C)nc4s3)C2)c1 (configuration not stated)	-1.4%	11.5%	1.2%	-1.0%	10.3%	1.2%	10.9%	-8.0%	2.7%
COc1ccc(NC(=O)c2ccccc2Oc2ccccc2)c(OC)c1	.	14.0%	-0.6%	0.7%	8.8%	-1.2%	12.8%	-6.6%	-5.9%	NS5 inhibitors pilot replicate=-4.3
CN(C(=O)c1ccc(S(=O)(=O)NC2CCCC2)cc1)C1CCCCC1	-4.2%	-0.9%	9.0%	0.6%	3.6%	-3.0%	-4.8%	4.9%	0.3%
O=C(CSc1nc(Nc2ccccc2)nc(N2CCOCC2)n1)Nc1ccc([N+](=O)[O-])cc1	-4.8%	6.0%	4.8%	-1.9%	5.6%	-0.3%	-4.4%	3.9%	2.4%
Cc1cccc(Nc2nc(NCCO)nc(N3CCCC3)n2)c1	.	.	4.2%	.	6.4%	.	6.3%	.	0.8%
O=S(=O)(c1cccc2cccc(Cl)c12)N1CCCC1	2.8%	-3.3%	0.2%	-1.0%	0.2%	-5.6%	5.1%	-6.0%	-4.7%
O=S(=O)([N-]c1nc2ccccc2nc1-[n+]1ccccc1)c1ccccc1	-2.7%	7.3%	0.4%	9.8%	2.1%	1.9%	1.0%	-1.1%	-4.0%
CCN(CC)c1ccc(N=Nc2ncn[nH]2)cc1	-9.7%	13.0%	0.2%	8.4%	.	-3.8%	13.3%	10.7%	.
COc1ccc(N2C(=O)CC(N3CCN(c4ccccc4)CC3)C2=O)cc1 (configuration not stated)	.	3.0%	1.6%	3.8%	-5.9%	9.8%	7.0%	-6.7%	-2.3%
Oc1ccc(N=Nc2nc(-c3ccccc3)c(-c3ccccc3)[nH]2)cc1	-0.4%	8.9%	-0.6%	11.0%	31.6%	-4.8%	9.8%	7.9%	-5.5%
CCOC(=O)N1CCC(Nc2c(OCC)c(=O)c2=O)CC1	-1.1%	-7.1%	1.1%	-0.7%	0.3%	-2.5%	-0.6%	-8.6%	-2.1%
CCC(C)(C)C1CCc2nc3ccccc3c(C(=O)OC(C)C(=O)Nc3c(C)n(C)n(-c4ccccc4)c3=O)c2C1 (configuration not stated)	-5.1%	9.6%	6.3%	-0.8%	-2.5%	3.8%	18.5%	3.1%	-0.7%
CCc1cccc(CC)c1N(COC)C(=O)Cn1c(CO)nc2ccccc21	-3.7%	-6.2%	-0.1%	-1.0%	5.8%	3.5%	-2.8%	-4.7%	0.0%
CSc1ccccc1C(=O)Nc1cccc([N+](=O)[O-])c1	-6.1%	11.9%	0.1%	-1.3%	5.0%	2.4%	28.7%	-5.9%	2.3%
CCCCn1c(N)c(N(CCC(C)C)C(=O)CC2OC(=O)c3ccccc32)c(=O)[nH]c1=O (configuration not stated)	.	.	0.5%	.	-1.6%	.	12.5%	.	-3.6%
COc1cccc(/C=N/NC(=O)c2cc3c(OC)c(OC)ccc3[nH]2)c1OC	0.9%	3.4%	.	-2.4%	5.5%	-6.2%	15.6%	4.1%	1.8%
CCOc1ccc(OCCOc2ncnc3ccccc23)cc1	-4.7%	2.6%	9.6%	1.0%	4.1%	4.3%	-2.3%	5.5%	-3.5%
CCOC(=O)c1ccc(CNC(=O)c2cc(COc3ccccc3SC)on2)o1	.	2.8%	1.8%	-0.6%	2.6%	6.3%	13.1%	2.3%	-3.7%
O=C(Nc1ccc(C(=O)N2CCOCC2)cc1)c1ccccc1[N+](=O)[O-]	.	-5.9%	0.5%	-0.7%	4.1%	2.0%	-4.9%	-5.7%	-0.6%
COc1ccc(C2NC(=O)c3n[nH]c(C)c32)c(OC)c1 (configuration not stated)	-4.8%	0.3%	8.0%	9.8%	-6.2%	-0.8%	3.9%	-6.9%	0.7%
CSc1ccc(NC(=O)NCc2ccccc2)cc1	.	-12.7%	.	0.0%	7.5%	-2.7%	8.7%	-6.1%	-3.9%
CC1=NN(c2ccccc2)C(=O)C1C(=O)c1cc([N+](=O)[O-])cc([N+](=O)[O-])c1 (configuration not stated)	-6.1%	-4.9%	0.3%	-2.3%	6.0%	-8.3%	-2.4%	-4.2%	-1.5%

Looked up one by one from the entries so far:
SMILES	XIAP displacement	AID2073	RSV CPE inhibition	HIV peptide binding	MgcRacGAP inhibition	SIAH1 antagonists	SV40 large T antigen	LYP phosphatase	NS5 inhibitors	others
CCc1cccc(CC)c1N(COC)C(=O)Cn1c(CO)nc2ccccc21	-3.7%	-6.2%	-0.1%	-1.0%	5.8%	3.5%	-2.8%	-4.7%	0.0%
CSc1ccccc1C(=O)Nc1cccc([N+](=O)[O-])c1	-6.1%	11.9%	0.1%	-1.3%	5.0%	2.4%	28.7%	-5.9%	2.3%

(further entries)
SMILES	XIAP displacement	AID2073	RSV CPE inhibition	HIV peptide binding	MgcRacGAP inhibition	SIAH1 antagonists	SV40 large T antigen	LYP phosphatase	NS5 inhibitors	others
COc1ccc(N2CCN(C(=O)c3ccc(C)c(Cl)c3)CC2)cc1	-3.8%	-1.0%	21.0%	-1.8%	5.0%	-4.2%	7.1%	-3.8%	-6.9%
Cc1ccc(/C=C2/SC(=S)N(CCC(=O)N3CCN(C)CC3)C2=O)cc1	-4.2%	-12.6%	15.2%	0.8%	6.2%	-2.7%	22.4%	-4.6%	-6.0%
O=C(NC(=S)Nc1ccccc1N1CCCC1)c1ccc(-c2cccc([N+](=O)[O-])c2)o1	-2.4%	15.6%	6.1%	-1.4%	9.0%	-3.7%	23.2%	2.9%	4.8%	NS5 inhibitors pilot replicate=1.4
N#C/C(=C\c1ccc(O)c(O)c1)C(=O)NCc1ccccc1	.	.	0.2%	.	?	.	14.6µM*	.	-6.7%
O=C(Nc1cc(Cl)ccc1N1CCOCC1)c1ccc2c(c1)OCCO2	14.7%	-3.5%	-1.0%	-0.9%	6.6%	9.5%	18.9%	-1.0%	-14.7%
CCOCCCNC(=O)c1c[nH]c2ccc(S(=O)(=O)Nc3cccc(OC)c3)cc2c1=O	-3.8%	-9.2%	4.0%	-1.5%	0.8%	-0.9%	20.9%	-0.5%	-7.0%
O=C(Nc1ccc(Cl)cc1)c1cccc(N2C(=O)C3C4CCC(C4)C3C2=O)c1 (configuration not stated)	-6.9%	6.2%	11.5%	-2.8%	1.4%	1.2%	26.4%	-7.7%	-2.9%
CCCS(=O)(=O)c1nc(S(=O)(=O)c2ccc(C)cc2)c(N2CCN(CC)CC2)s1	.	-2.1%	1.6%	0.1%	8.6%	-2.7%	6.8%	-14.5%	0.9%
O=c1/c(=C/c2ccco2)sc2n1CN(c1cccc(Br)c1)CN=2	-6.0%	-1.8%	1.3%	1.4%	-1.2%	-5.7%	9.8%	1.5%	-9.9%
CCOC(=O)c1sc2nc(NC(=O)C(C)(C)C)sc2c1C	1.3%	15.4%	8.4%	-0.3%	-8.6%	1.9%	0.3%	3.3%	-2.1%
CC(C)(C)NC(=O)C1CC(=O)N(CCc2ccc(F)cc2)C1 (configuration not stated)	.	-4.9%	0.5%	0.6%	11.2%	2.6%	5.2%	-9.7%	-5.2%	NS5 inhibitors pilot replicate=-1.8
O=C(N/N=C\c1cccc(Br)c1)c1ccccc1-n1cccc1	-3.4%	-5.9%	4.0%	-0.4%	-0.8%	0.1%	-7.2%	-3.6%	-9.4%
FC(F)(F)c1cc(CCN2CCNC[C@@H]2Cc2ccccc2)cc(C(F)(F)F)c1	.	.	-4.2%	.	6.4%	.	8.2%	.	-3.2%
COc1cc(C=C2C(=O)OC(c3ccccc3)OC2=O)cc(Br)c1O (configuration not stated)	-2.2%	14.1%	-1.1%	9.9%	0.3%	4.6%	15.3%	-2.2%	5.2%
CCC(=O)NC(C)c1nc2ccccc2n1C (configuration not stated)	-2.3%	-2.8%	0.8%	0.7%	-6.0%	1.4%	-1.7%	-2.5%	-0.8%
COc1ccc(Nc2nc(NN)nc(Nc3ccc(OC)cc3)n2)cc1	.	-8.3%	4.0%	-3.6%	3.1%	-1.0%	19.3%	-4.7%	2.6%	NS5 inhibitors pilot replicate=-1.5
O=C(O)c1ccc(N/N=C/c2ccc(-c3ccc(Cl)cc3Cl)o2)cc1	.	?	17.2%	38.9%	12.0%	16.2%	15.8%	0.4%	8.5%
Cc1ccccc1CNC(=O)c1ccc(Cl)c([N+](=O)[O-])c1	-6.4%	3.8%	0.4%	-0.2%	4.8%	-2.3%	0.2%	-5.5%	-5.2%
COc1ccc2c(c1)c(/C=N/Nc1nc3ccccc3[nH]1)c(C)n2C	.	-0.1%	13.3%	-3.5%	9.8%	-7.8%	9.4%	-2.8%	-0.8%
Cc1cccc2sc(NC(=O)C3CCN(S(=O)(=O)c4cc([N+](=O)[O-])ccc4Cl)CC3)nc12	0.1%	8.6%	2.8%	4.7%	12.9%	-11.1%	32.9%	10.3%	1.0%
N[C@@H](CCC(=O)N[C@@H](CSN=O)C(=O)NCC(=O)O)C(=O)O	.	.	0.7%	.	16.5%	.	11.0%	.	-1.5%
COc1ccc(CC(=O)NCC(=O)N=Nc2c(O)[nH]c3ccccc23)cc1	.	10.6%	2.2%	-1.7%	0.5%	-4.0%	3.1%	-7.4%	-2.6%
Cc1ccc(-c2ccc(/C=N/O)o2)cc1[N+](=O)[O-]	7.9%	6.3%	33.5µM*	-0.3%	-10.8%	3.3%	6.7%	3.8%	-4.6%
CC1C(=O)N2CCCc3cc(NC(=O)CC(C)(C)C)cc1c32 (configuration not stated)	.	-0.5%	2.2%	1.8%	0.6%	-3.5%	-0.2%	-9.4%	1.8%
Cc1ccc(CNc2ccc(Cl)cc2[N+](=O)[O-])cc1	-3.7%	-10.5%	20.7%	2.8%	6.0%	-2.0%	5.5%	-6.3%	1.9%
CC1=C(C(=O)OCc2ccccc2)C(c2cccnc2)c2c(n(C)c(=O)n(C)c2=O)N1 (configuration not stated)	-3.7%	2.8%	-2.4%	0.0%	2.9%&6.8%	4.7%	9.9%	-4.2%	-5.6%&-5.6%
O=C(N/N=C/c1ccc(OCCCF)cc1)c1cc(OCC(F)(F)F)ccc1OCC(F)(F)F	-5.9%	6.8%	0.8%	-3.9%	7.3%	1.9%	9.0%	-8.5%	0.0%
